Source: PubChem
KOR beta-arrestin-1 = kappa opioid receptor activators – cell-based, luminescence, uHTS, primary screen (AID 1777) | activation, % at 10 µM, or EC50 in µM where a hit was titrated | 0.02% of 280,000 active | KOR beta-arrestin recruitment, luminescence; higher % means a stronger effect; in the data active = activation above about 50%, passing the limit was not always enough; also: a part of the inactive calls stands beside numbers as strong as those of hits
K1F lysis inhibition = protection from phage-mediated lysis, alamar blue read-out – E. coli UTI89, K1F phage, bacterial capsule biogenesis inhibitors (AID 488966) | inhibition, % at 100 µM, or IC50 in µM where a hit was titrated | E. coli UTI89 K1F phage lysis, alamar blue, 2 h; higher % means a stronger effect | 0.02% of 340,000 active;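 active = phage lysis inhibition, versus mean bacterial control, above a set limit; inconclusive = no clear call, values can overlap the other calls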;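 also: capsule biogenesis inhibitors block K1F phage lysis so surviving cells raise fluorescence; higher fluorescence means more inhibition of phage lysis; actives were called in the ten point dose series up to 300 µM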
NTR1 ag = agonists of NTR1, primary screen, imaging, U2OS cells, beta-arrestin-GFP, high content (AID 493036) | P30989 | NTR1-U2OS beta-arrestin-GFP spot imaging, agonist mode | activation, % at 20 µM | 0.17% of 330,000 active;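 active = activation at or above 40% of the spot to cytoplasm intensity ratio, with at least 20 cells analyzed; inconclusive = wells under 20 cells, flagged as cytotoxic or low count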;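 also: 0% = DMSO without peptide and 100% = 100 nM NTR1 peptide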
Target sequence (P30989 whole entry, looked up): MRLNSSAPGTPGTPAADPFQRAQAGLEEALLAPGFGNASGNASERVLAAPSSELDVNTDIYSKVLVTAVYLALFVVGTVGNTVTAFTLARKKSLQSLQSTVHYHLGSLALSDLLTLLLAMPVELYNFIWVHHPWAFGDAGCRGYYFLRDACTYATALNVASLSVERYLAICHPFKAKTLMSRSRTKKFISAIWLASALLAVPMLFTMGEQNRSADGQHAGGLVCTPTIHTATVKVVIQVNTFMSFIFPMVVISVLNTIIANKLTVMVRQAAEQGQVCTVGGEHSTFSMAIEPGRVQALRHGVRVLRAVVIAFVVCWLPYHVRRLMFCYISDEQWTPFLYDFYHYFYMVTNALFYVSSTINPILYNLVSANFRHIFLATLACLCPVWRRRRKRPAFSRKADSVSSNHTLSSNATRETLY
NOD1 inhibition = inhibition of NOD1-driven NF-kB reporter – cell-based, luminescence, uHTS, primary screen (AID 1578). 1% of 290,000 active. one-dose inhibition, % at 4 µM; EC50 in µM for titrated hits. NOD1-driven NF-kB luciferase reporter cells, luminescence; higher % means a stronger effect; in the data active = inhibition mostly above about 36%, no sharp cut-off; inactive = mostly below about 34%;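 also: HEK-293T reporter cells stimulated with the NOD1 agonist gamma-tri-DAP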
GPR55 LPI antagonism = inhibition of LPI-stimulated GPR55 beta-arrestin translocation – imaging, U2OS, beta-arrestin-GFP, LPI agonist, primary screen (AID 2013). U2OS GPR55 beta-arrestin-GFP translocation imaging, LPI antagonism; higher % means a stronger effect. inhibition, % at 10 µM, or IC50 in µM where a hit was titrated. 0.13% of 290,000 active;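 active = spots per cell inhibited over 60%, with over 100 cells counted and total cytoplasm intensity under 500,000; inconclusive = wells with under 100 cells, flagged as likely toxic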;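 also: U2OS cells stably carrying GPR55 and arrestin-GFP stimulated by 5 µM LPI near EC80; imaged beta-arrestin-GFP aggregate spots per cell after agonist stimulation; plate controls were LPI-stimulated DMSO wells for no effect and DMSO wells without LPI for full effect; some results filed as inactive read as strong as hits; confirmed hits need IC50 under 10 µM and bright autofluorescent wells are also inconclusive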
GPR55 beta-arrestin = GPR55 agonists via beta-arrestin recruitment, primary screen, imaging, U2OS cells, beta-arrestin-GFP redistribution (AID 1961); U2OS GPR55 beta-arrestin-GFP redistribution imaging; higher % means a stronger effect; activation, % at 10 µM, or EC50 in µM where a hit was titrated; 0.048% of 290,000 active;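 active = activation above 40% with more than 50 cells counted in the well; inconclusive = wells holding fewer than 50 cells, flagged as toxic or sparse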;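 also: U2OS osteosarcoma cells stably expressing GPR55 and beta-arrestin-GFP; plate controls were DMSO negative control for no effect and LPI positive control for full effect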
KOR beta-arrestin-2 = KOR antagonists, beta-arrestin recruitment, cell-based, luminescence, uHTS (AID 1778) | KOR beta-arrestin recruitment, luminescence, antagonist mode; higher % means a stronger effect | inhibition, % at 10 µM; hits with a dose series show IC50 in µM | 0.091% of 290,000 active; in the data active = inhibition above about 50%; also: strong numbers were not always called active
GPR35 arrestin U2OS = GPR35 antagonists blocking zaprinast-driven arrestin recruitment, primary screen, imaging, U2OS, beta-arrestin-GFP, zaprinast agonist (AID 2058); U2OS GPR35 beta-arrestin-GFP translocation imaging, zaprinast antagonism; higher % means a stronger effect; one-dose inhibition, % at 10 µM; IC50 in µM for titrated hits; 0.052% of 290,000 active;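 active = inhibition of at least 50% with at least 30 cells and total cytoplasm GFP at most 10,000,000; inconclusive = under 30 cells or total GFP of 10,000,000 plus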
Rac1 GTP hydrolysis = MgcRacGAP GTPase-activating activity inhibitors, confirmation, biochemical, ADP Hunter fluorescence; MgcRacGAP-stimulated Rac1 GTP hydrolysis, ADP Hunter fluorescence; higher % means a stronger effect; GST-tagged Rac1 F28L mutant substrate; one-dose inhibition, % at 30 µM; IC50 in µM for titrated hits; 0.6% of 340,000 active;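 active = first-screen hits whose inhibition reached a set limit at any dose in the follow-up dose series; inconclusive = inhibition above the set first-screen limit but never retested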;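 also: fluorescence reports GDP produced by GAP-driven GTP hydrolysis; strong numbers were not always called active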
NTR1 ag cell count 20 µM = further read-out of NTR1 ag, marked with its call; cell count; measured here: cell count, cytotoxicity flag
Starred values were filed as active, the others as inactive; ? = inconclusive; · = no result given; [ ] = remark or other dose.

SMILES,KOR beta-arrestin-1,K1F lysis inhibition,NTR1 ag,NTR1 ag cell count 20 µM,NOD1 inhibition,GPR55 LPI antagonism,GPR55 beta-arrestin,KOR beta-arrestin-2,GPR35 arrestin U2OS,Rac1 GTP hydrolysis
O=C(NCCNC(=O)c1cccc(O)c1)c1cccc(O)c1,2.4%,0.9%,-0.7,39,5%,-6%,-0.1%,-7%,8%,4%
Cn1c(=O)c2c(-c3cccc(F)c3)c3c(nc2n(C)c1=O)-c1ccccc1C3O (stereo not given),1.7%,·,·,·,3%,22%,-2.1%,22%,-8%,·
COCCN(CC(=O)NCC1CCCO1)C(=O)CCC(=O)Nc1cc(C)on1 (stereo not given),1.2%,2.5%,-2.0,96,11%,3%,-0.2%,-3%,26%,-16%
COc1ccc(N(CC2CO2)S(=O)(=O)c2ccc(C)cc2)cc1 (stereo not given),6.7%,-0.3%,-1.2,37,32%,0%,-0.2%,-30%,-10%,-17%
CCOc1ccc(-n2c(=S)sc3c(=O)[nH]c(SCC(=O)C(C)(C)C)nc32)cc1,0.9%,0.2%,4.3,40,-12%,0%,-0.4%,-22%,9%,7%
COC(=O)c1sc2nc3c(cc2c1N)COC(C)(C)C3,1.1%,0.0%,2.1,49,-100%,-4%,0.0%,4%,20%,13%
O=C(O)c1ccc(/C=N/NC(=O)c2ccc(Br)cc2)cc1,-3.4%,10%,1.3,61,-10%,6%,-0.2%,2%,-11%,5%
CCNS(=O)(=O)c1ccc(NC(=O)c2ccccc2)cc1,2.7%,-0.4%,-2.6,50,12%,-2%,-0.2%,-13%,-3%,3%
O=C(NCc1ccco1)c1ccc2c(c1)OCCO2,-2.7%,0.0%,0.0,63,-56%,-5%,-0.1%,-10%,2%,8%
CC(NS(=O)(=O)c1ccc(F)cc1)C(c1cccs1)N1CCOCC1 (stereo not given),-1.3%,5.8%,0.4,55,-20%,10%,-0.2%,20%,16%,5%
Cc1cccc(OCCCCCn2ccnc2)c1C,-1.3%,?,-2.4,68,11%,7%,-0.3%,-36%,-18%,4%
O=C(C1Cc2ccccc2CN1S(=O)(=O)c1ccc(F)cc1)N1CCCCC1 (stereo not given),-8.6%,0.5%,1.9,81,-5%,5%,0.3%,17%,-3%,5%
CCCCOc1c(Br)cc(/C=C2\N=C(C)OC2=O)cc1OCC,-4.9%,4.5%,0.3,59,0%,-6%,1.0%,-18%,9%,2%
CCO[C@@H]1OC(C(=O)Nc2ccccc2)=C[C@H](c2coc3ccccc3c2=O)[C@H]1CCCO,4.0%,2.1%,30,59,-14%,15%,-0.2%,-12%,-4%,8%
Cc1csc(Sc2ccc([N+](=O)[O-])cc2C(=O)OCC(=O)NC2CCCC(C)C2C)n1 (stereo not given),-0.6%,6.5%,6.6,60,9%,·,0.0%,22%,14%,5%

Overlap with the part before: two entries; new compounds follow.
SMILES,KOR beta-arrestin-1,K1F lysis inhibition,NTR1 ag,NTR1 ag cell count 20 µM,NOD1 inhibition,GPR55 LPI antagonism,GPR55 beta-arrestin,KOR beta-arrestin-2,GPR35 arrestin U2OS,Rac1 GTP hydrolysis
CCO[C@@H]1OC(C(=O)Nc2ccccc2)=C[C@H](c2coc3ccccc3c2=O)[C@H]1CCCO,4.0%,2.1%,30,59,-14%,15%,-0.2%,-12%,-4%,8%
Cc1csc(Sc2ccc([N+](=O)[O-])cc2C(=O)OCC(=O)NC2CCCC(C)C2C)n1 (stereo not given),-0.6%,6.5%,6.6,60,9%,·,0.0%,22%,14%,5%
Cc1ccc(C(=O)c2coc3ccc(OCC(=O)O)cc23)cc1,-3.4%,-0.2%,-3.3,86,-27%,3%,-0.1%,46%,-8%,12%
CC/C(C)=C1\SC(N2CCOCC2)=NC1=O,-3.5%,1.6%,-1.0,67,-11%,3%,-0.1%,36%,-7%,6%
CCc1c(C#N)c(SCCC(=O)Nc2ccc(F)cc2)nc2c1C(=O)CC(C)(C)C2,4.0%,2.2%,6.0,35,10%,4%,0.0%,-40%,14%,13%
COCCNCC(=O)NCC12CC3CC(CC(C3)C1)C2,-1.9%,0.3%,0.5,61,-4%,2%,0.1%,6%,-8%,8%
COc1ccc(N2CCN(C(=O)CN3C(=O)c4ccccc4S3(=O)=O)CC2)cc1,-5.1%,3.3%,3.8,46,-2%,-7%,-0.1%,20%,11%,4%
O=S(=O)(NCCSc1nnnn1-c1ccccc1)c1cccs1,-2.4%,0.4%,0.9,67,-24%,13%,-0.2%,-12%,-4%,0%
COc1ccc(C2=NN(C(=O)c3cccs3)C(O)(C(F)(F)F)C2)cc1 (stereo not given),3.2%,-0.3%,4.7,48,-10%,11%,-0.2%,-18%,-6%,8%
CCCN=CC1=C(O)CC(c2ccccc2)CC1=O (stereo not given),-3.0%,0.5%,-0.8,86,-39%,7%,0.4%,6%,4%,3%
CCC(Sc1ccc2nnc(-c3ccc(F)cc3)n2n1)C(=O)OC (stereo not given),1.6%,1.1%,2.4,67,-19%,17%,-0.5%,-4%,-7%,2%
O=C(Nc1cccc(-c2nc3ccccc3o2)c1)c1cccnc1,-1.9%,0.4%,3.8,51,-26%,3%,-0.4%,-22%,-19%,5%
COC(=O)c1ccc(COc2ccccc2/C=C(\C#N)C(=O)Nc2ccc(C)cc2C)cc1,26%,0.2%,8.8,77,13%,1%,-0.3%,-64%,15%,3%
O=C(Nc1ccc2c(c1)C(=O)OC2)Nc1cccc2ccccc12,2.8%,-1.8%,1.2,59,-20%,3%,-0.3%,-48%,2%,4%
O=C1c2cccnc2C(=O)N1Cc1ccc(S(=O)(=O)N2CCN(c3ccccc3)CC2)cc1,0.1%,0.5%,-0.6,75,-16%,7%,-0.2%,-57%,-1%,10%
O=c1c2cnn(-c3ccccc3)c2nnn1/N=C/c1cccnc1,-1.6%,1.3%,1.0,53,14%,-9%,0.0%,1%,-2%,13%
CCCCNC(=O)Nc1cc(C)on1,2.6%,0.9%,0.7,86,10%,-10%,0.1%,-30%,3%,4%

Compounds above containing bromine (2):
SMILES,KOR beta-arrestin-1,K1F lysis inhibition,NTR1 ag,NTR1 ag cell count 20 µM,NOD1 inhibition,GPR55 LPI antagonism,GPR55 beta-arrestin,KOR beta-arrestin-2,GPR35 arrestin U2OS,Rac1 GTP hydrolysis
O=C(O)c1ccc(/C=N/NC(=O)c2ccc(Br)cc2)cc1,-3.4%,10%,1.3,61,-10%,6%,-0.2%,2%,-11%,5%
CCCCOc1c(Br)cc(/C=C2\N=C(C)OC2=O)cc1OCC,-4.9%,4.5%,0.3,59,0%,-6%,1.0%,-18%,9%,2%

(next part)
SMILES,KOR beta-arrestin-1,K1F lysis inhibition,NTR1 ag,NTR1 ag cell count 20 µM,NOD1 inhibition,GPR55 LPI antagonism,GPR55 beta-arrestin,KOR beta-arrestin-2,GPR35 arrestin U2OS,Rac1 GTP hydrolysis
CC(C)c1nc2oc3c(NCC4CCCO4)ncnc3c2c2c1CCC2 (stereo not given),-3.1%,-0.7%,4.0,76,9%,15%,0.8%,-28%,-6%,-1%
O=C(CSc1nnc(-c2ccccc2)c(-c2ccccc2)n1)NC1CCS(=O)(=O)C1 (stereo not given),-0.2%,0.7%,0.1,61,-11%,7%,-0.3%,13%,0%,0%
CCO/C=C1\C(=O)N(c2ccccc2)C(=O)c2ccccc21,-0.9%,?,0.0,38,19%,8%,-0.1%,-19%,2%,3%
O=C(N/N=C\c1c[nH]c2ccccc12)c1ccc(O)cc1,-3.2%,1.1%[50 µM],-0.4,81,3%,-8%,-0.2%,16%,-12%,11%
COc1ccccc1N=C(C)C1=C(O)COC1=O,-3.1%,-0.1%,0.9,50,1%,-1%,-0.1%,10%,-7%,5%
CCCn1c(=O)c2ccccc2n2c(SCC(=O)/C(C#N)=C(\C)N)nnc12,-1.1%,0.1%,2.1,48,-20%,9%,0.3%,-2%,3%,9%
c1ccc(-c2nc3c(ccc4ccccc43)[nH]2)nc1,-1.5%,1.5%,-0.9,38,-53%,18%,-0.4%,-19%,3%,14%
CC12CCC(C(=O)Nc3ccccc3)(C/C1=N\O)C2(C)C (stereo not given),-1.3%,0.0%,0.1,78,-2%,12%,-0.3%,-17%,5%,0%
CCOc1ccc2c(c1)cc(CN(C(=O)CC)C1CCCCC1)c1nnnn12,3.3%,-0.1%,-1.1,100,-46%,-5%,0.2%,-17%,-5%,7%
CCC(C)C(=O)Nc1nnc(SCC(=O)NC2CCCC2)s1 (stereo not given),6.7%,-1.5%,4.2,39,-11%,0%,-0.1%,-44%,-4%,5%
N#CC1=C2SCN(Cc3ccccc3)CN2C(=O)CC1c1cccs1 (stereo not given),-3.6%,0.5%,5.0,57,-6%,4%,-0.1%,6%,11%,12%
COc1ccccc1C(NC(=O)C1CCCCC1)c1c(O)ccc2ccccc12 (stereo not given),-0.6%,1.8%,3.4,56,-27%,12%,-0.3%,1%,-5%,9%
NS(=O)(=O)c1ccc(NC(=O)c2ccc3c(c2)CCN3S(=O)(=O)c2ccccc2)cc1,-2.3%,0.1%,4.7,65,-26%,-7%,0.1%,-53%,2%,13%
COc1ccc2c(c1)CCCN2C(N)=Nc1ccc(Cl)cc1,0.0%,0.1%,-1.1,71,-5%,14%,0.0%,38%,13%,4%
CCC(C)(C)NC(=O)C(c1ccccc1Cl)N(C(=O)CCC(=O)Nc1cc(C)on1)C(C)(C)C (stereo not given),1.8%,0.0%,-0.9,49,-37%,5%,-0.2%,-7%,10%,4%
CC(=O)CSc1nc2c(c(=O)[nH]c(=O)n2C)n1CCCc1ccccc1,1.4%,-1.4%,2.8,57,-26%,12%,-0.1%,-11%[20 µM],2%,4%
CC(C)(C)c1ccc(S(=O)(=O)Nc2ccc3c(c2)COC3=O)cc1,0.8%,0.2%,2.2,60,-4%,6%,-0.1%,-23%,-20%,8%
CN(CCOc1ccc(Cl)cc1)c1ccc(S(=O)(=O)N2CCCCC2)cn1,-3.3%,1.8%,0.1,61,20%,15%,-0.1%,2%,3%,2%
COC(=O)c1ccc(CSc2nnc(-c3ccncc3)o2)cc1,-1.4%,0.3%,-2.3,77,6%,0%,-0.2%,22%,-19%,8%
COc1ccc(S(=O)(=O)NNC(=O)c2cc3c4ccccc4n(C)c3s2)cc1,-2.4%,1.7%,0.7,89,·,-6%,-0.1%,1%,-4%,2%

This is a subset; the hit share may differ from the screen's.
